MCL1-BIM inh = inhibitors of MCL1 binding to BIM-BH3, primary screen, biochemical, fluorescence polarization; Induced myeloid leukemia cell differentiation protein Mcl-1 (Homo sapiens), Q07820; GST-MCL1 / FITC-Bim-BH3 fluorescence polarization; inhibition, % at 10.9 µM; hit rate 0.68% among 320,000; AID 2057, 2009;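 active = inhibition above the mean inhibition of all tested compounds plus 3 SD, set per campaign, cut at about 40% in these data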;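 note: 0% = DMSO wells and 100% = unlabeled Bim-BH3 peptide control; higher means more loss of mP so more displacement of Bim peptide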
Target sequence (Q07820 whole entry, looked up): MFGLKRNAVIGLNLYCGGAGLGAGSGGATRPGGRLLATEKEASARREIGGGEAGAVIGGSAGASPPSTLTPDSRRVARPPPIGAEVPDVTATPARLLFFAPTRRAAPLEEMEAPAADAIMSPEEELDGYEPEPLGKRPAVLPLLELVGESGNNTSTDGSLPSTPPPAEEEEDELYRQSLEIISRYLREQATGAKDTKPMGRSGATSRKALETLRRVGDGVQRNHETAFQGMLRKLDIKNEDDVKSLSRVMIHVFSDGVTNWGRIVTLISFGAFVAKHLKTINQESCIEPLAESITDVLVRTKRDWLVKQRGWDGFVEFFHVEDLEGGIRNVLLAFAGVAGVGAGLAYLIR
GLD-1 RNA inh = GLD-1/TGE RNA complex disruptors, primary screen, biochemical, fluorescence polarization. inhibition, % at 5.96 µM. purified GLD-1 + fluorescein TGE RNA. Female germline-specific tumor suppressor gld-1 (Caenorhabditis elegans), Q17339. hit rate 0.44% among 320,000;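 active = percent inhibition above a per-plate cutoff, the plate mean of test compounds plus 3 SD, cut at about 30% in these data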;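 note: 0% = DMSO wells with GLD-1 and probe and 100% = wells lacking GLD-1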
CIT2-GFP yeast = modulators of CIT2-GFP expression in yeast, primary screen, S. cerevisiae, GFP fusion, multiplex flow cytometry, MLPCN library | S. cerevisiae CIT2-GFP strain, 3 h; 100 means same as DMSO wells | GFP response vs DMSO, % at 10 µM | hit rate 0.065% among 320,000 | AID 2029, 2009;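 active = GFP response relative to DMSO above a set limit, near the screen mean plus 3 SD, cut at about 150% in these data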;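 note: ratio of well median GFP fluorescence to mean of DMSO wells on the plate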
GRK2 aptamer HTS = compounds blocking aptamer binding on GRK2 – biochemical, human GRK2, bead flow cytometry, HTS, primary screen; hit rate 0.59% among 330,000; FAM-aptamer displacement from GRK2; inhibition of aptamer binding, % at 10 µM; AID 488847, 2010;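 active = inhibition of aptamer binding above 40%, roughly 3 SD of noise, on plates passing a quality check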;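 note: median bead fluorescence of bound FAM aptamer so fluorescent compounds give negative values; no value below 0 was filed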
VLA-4 inh = inhibition in human VLA-4 binding assay, primary screen, VLA-4 allosteric modulator project, MLPCN library, flow cytometry, VLA-4 expressing cells. Integrin alpha-4 (Homo sapiens), P13612. ligand binding flow cytometry. inhibition, % (about 7 µM as worked out from the volumes in the protocol). hit rate 0.2% among 330,000. AID 2557, 2010; in the data active = inhibition above about 50%
MEX-5 binding = MEX-5 zinc finger RNA-binding disruptors – biochemical, C. elegans, fluorescence polarization, MLPCN library, primary screen | AID 1832, 2009 | activity score (negative = inhibition of binding), % at 10 µM | hit rate 0.38% among 300,000 | Zinc finger protein mex-5 (Caenorhabditis elegans), Q9XUB2 | MEX-5/FITC-TCR2 RNA binding; hits give low values;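 active = inhibition past about -25% in most replicates, and total fluorescence under double the plate's negative control median, limit read from the data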;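 note: 0% = DMSO and -100% = 5 µM competing unlabeled TCR2 RNA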
Target sequence (Q9XUB2 whole entry, looked up): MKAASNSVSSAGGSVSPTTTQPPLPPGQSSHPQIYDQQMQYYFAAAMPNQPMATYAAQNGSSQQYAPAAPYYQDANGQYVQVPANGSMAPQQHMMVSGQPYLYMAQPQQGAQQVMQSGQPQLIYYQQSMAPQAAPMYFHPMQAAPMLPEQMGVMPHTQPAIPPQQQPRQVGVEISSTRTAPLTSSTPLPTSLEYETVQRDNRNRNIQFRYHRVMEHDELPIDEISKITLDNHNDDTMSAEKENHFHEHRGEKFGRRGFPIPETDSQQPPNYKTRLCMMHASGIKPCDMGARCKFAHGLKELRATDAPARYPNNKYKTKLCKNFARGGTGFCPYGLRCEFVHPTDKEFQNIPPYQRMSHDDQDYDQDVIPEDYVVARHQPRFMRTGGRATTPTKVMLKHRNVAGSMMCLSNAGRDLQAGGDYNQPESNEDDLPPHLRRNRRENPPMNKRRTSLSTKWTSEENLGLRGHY
BCLXL inh = inhibitors of human Bcl-xL, primary screen, biochemical, fluorescence polarization, HTS; Bcl-2-like protein 1 (Homo sapiens), Q07817; GST-Bcl-xL / FITC-Bim BH3 peptide fluorescence polarization; inhibition, % at 10.9 µM; hit rate 0.7% among 320,000; AID 2129, 2009;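 active = inhibition above the mean of all tested compounds plus 3 SD, cutoff set per campaign, cut at about 30% in these data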;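 note: 0% = DMSO wells and 100% = unlabeled Bim-BH3 peptide competitor; inhibitors lower millipolarization by displacing the labeled peptide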
Target sequence (Q07817 whole entry, looked up): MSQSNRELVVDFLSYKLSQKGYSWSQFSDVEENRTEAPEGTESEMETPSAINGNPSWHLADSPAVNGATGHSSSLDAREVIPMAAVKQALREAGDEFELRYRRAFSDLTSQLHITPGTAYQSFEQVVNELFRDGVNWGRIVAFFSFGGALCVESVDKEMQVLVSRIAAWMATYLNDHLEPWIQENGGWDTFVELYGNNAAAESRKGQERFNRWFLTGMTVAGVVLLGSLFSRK
AGP1-GFP MLPCN = modulators of AGP1-GFP expression in yeast TOR pathway, primary screen, cell-based, multiplex flow cytometry, S. cerevisiae, MLPCN library; AID 2066, 2009; hit rate 0.02% among 320,000; 3 h; GFP as percent of DMSO wells; GFP response vs DMSO, % at 10 µM;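 active = GFP response relative to DMSO above a set limit, near screen average plus 3 SD, cut at about 150% in these data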;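 note: median GFP channel fluorescence of the gated AGP1 strain per well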
Fam108B inh = mouse Fam108B serine hydrolase inhibitors, primary screen, counter-screen for RBBP9 inhibitor project, biochemical, fluorescence polarization | recombinant Fam108B, FP-Rh probe fluorescence polarization | inhibition, % at 9.51 µM | hit rate 0.33% among 300,000;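 active = inhibition above the screen mean inhibition plus 3 SD, computed separately per campaign, cut at about 18% in these data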;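 note: inhibitors lower polarization as less probe binds the enzyme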
* hit, by the source's call; i = inactive; . = no result given.

SMILES	MCL1-BIM inh	GLD-1 RNA inh	CIT2-GFP yeast	GRK2 aptamer HTS	VLA-4 inh	MEX-5 binding	BCLXL inh	AGP1-GFP MLPCN	Fam108B inh
N#CC1=C(N)SC(N)=C(C#N)C1c1ccnc2ccccc12	-62	-21	109	2	0	-5.7	-39	109	4
CCc1cc2c(=O)c(-c3ccc4c(c3)OCCO4)c(C)oc2cc1OS(C)(=O)=O	-5	4	92	0	14	0.4	5	87	0
COc1ccc(N(Cc2cc3ccccc3[nH]c2=O)S(=O)(=O)c2ccccc2)cc1	0	4	97	3	5	3.9	8	111	4
Cn1c(=O)n(Cc2ccco2)c(=N)c2c3c(sc21)CCCC3	-1	1	101	2	19	-0.7	-1	105	4
CCC(CC)C(=O)Nc1nnc(S(=O)(=O)N2CCCc3ccccc32)s1	-4	1	100	2	-13	2.6	4	100	2
O=C(NCc1cccc(Cl)c1)c1ccncc1	8	-2	112	1	-2	1.8	6	117	0
O=C(Nc1ccccc1OC(F)F)c1ccc(Br)o1	-3	3	102	4	8	3.1	2	104	3
Cn1cccc1/C=N/NC(=O)C(O)c1ccccc1 (centres undefined)	7	0	97	0	-3	-0.4	4	100	0
COc1ccc(NC(=O)Cn2nnc(C(=O)NCc3cccs3)c2N)cc1OC	3	2	102	2	16	-2.0	2	101	2
Cc1ccc(C)c(OCc2n[nH]c(=S)o2)c1	-26	3	97	0	-5	1.0	-39	101	2
O=S(=O)(c1ccc2ccccc2c1)N1CCN(S(=O)(=O)N2CCOCC2)CC1	0	12	90	0	4	1.7	-1	90	3
CN(Cc1ccccc1)C(=C(Cl)Cl)C(=C1NCCN1)[N+](=O)[O-]	-9	3	97	1	0	-0.8	-2	96	2
O=c1cc(CN2CCN(c3cccc(Cl)c3)CC2)c2cc(O)c(-c3ccccc3)cc2o1	-1	0	104	0	-1	0.1	1	99	4
CC[n+]1c(C)cc(C)n1-c1ccccc1	-13	8	91	2	6	2.9	-8	103	-5
O=C(NCc1ccc2c(c1)OCO2)c1ccc2c(c1)OCCO2	-4	-14	98	3	20	3.4	-2	99	2
COC(=O)c1ccccc1NC(=O)c1cnc2sccn2c1=O	1	4	90	0	-4	-1.5	1	88	3
O=C(CSc1nc2ncc(Cl)cc2[nH]1)c1c[nH]c2ccccc12	-13	4	94	4	-25	-13	-2	100	-21
CCCC(C(=O)n1nc(C)cc1C)C(NS(=O)(=O)c1ccc(C)cc1)c1ccccc1 (centres undefined)	-10	2	100	0	7	-0.6	-7	99	-1
O=C(Nc1ccc2c(c1)OCCO2)c1cccc(Cl)c1Cl	-3	0	114	0	1	1.5	7	103	3
CN(C)c1ccc(S(=O)(=O)N2CCC(Cc3ccccc3)CC2)cn1	.	2	101	0	-2	.	.	102	.
Cc1n[nH]c(=O)c2c(NC(=O)CSc3c(Cl)cccc3Cl)oc(C)c12	4	-4	94	0	-17	2.3	4	100	2
Cn1nc(C(=O)Nc2cccc(C(=O)NC3CC3)c2)c2ccccc2c1=O	3	-4	101	0	-8	.	0	102	.
O=C1CC(SC(=Nc2ccccc2)Nc2ccccc2)C(=O)N1c1cccc(Cl)c1 (centres undefined)	6	2	103	0	7	0.8	2	.	-33
CCCc1c(C(=O)Nc2cc(C(C)(C)C)on2)cnn1-c1ccccc1	8	0	97	2	6	-2.4	9	115	1
CC(Sc1nnc(CC(C)c2ccccc2)n1N)C(N)=O (centres undefined)	-31	-4	104	0	9	3.3	-8	103	-5
Cc1cc(C)c(S(N)(=O)=O)c(C)c1-n1cnnn1	8	-4	114	0	-6	-1.5	3	103	4
CCOc1ccc(OCc2ccc(C(=O)N3CCOCC3)cc2)cc1	8	7	98	6	-9	3.0	5	99	2
CCc1cc(=O)oc2c(C)c(OCC(=O)N3CCC(C(=O)O)CC3)ccc12	2	2	93	0	10	-0.8	-1	98	-6
Cc1snc(S(=O)(=O)/C(C#N)=N/Nc2ccc(C(F)(F)F)cc2)c1C#N	11	0	103	0	-8	-0.8	3	105	5
CC(=O)c1ccc(NC(=O)COC(=O)c2nc(Cl)ccc2Cl)cc1	7	1	106	1	4	1.2	7	99	5
O=S(=O)(c1ccccc1)c1cnc(-c2cccnc2)nc1-c1ccccc1	5	2	112	0	1	0.1	1	98	1
CCOc1ccc(C(=O)N(Cc2ccc(N(C)C)cc2)C2CCS(=O)(=O)C2)cc1 (centres undefined)	-2	0	107	0	9	-2.8	-3	103	-1
COc1ccc(C(C(=O)NC2CCCC2)N(C(=O)c2ccoc2C)c2ccccc2)cc1 (centres undefined)	-6	0	96	0	4	3.4	-1	100	5
CC(C)OC(=O)c1cc(C(=O)c2cc(F)ccc2O)coc1=N	3	-10	109	0	-46	-5.4	7	104	6
CCCCC1=CC2=CC(=O)C(C)(OC(=O)CC)C(=O)C2=CN1CCc1ccccn1 (centres undefined)	18	3	84	3	9	-6.1	22	89	6
O=C1/C(=C/c2ccc(N3CCOCC3)o2)SC(=Nc2ccccc2)N1CCc1c[nH]c2ccccc12	-104	10	112	0	i	-6.5	-77	102	2
Oc1ccc(/C=C/c2cnccn2)cc1	12	2	97	1	-1	0.1	3	112	-1
O=C(O)CNS(=O)(=O)c1ccc2c(c1)Cc1cc(S(=O)(=O)NCC(=O)O)ccc1-2	-2	6	101	1	-13	-3.1	9	101	-6
Nc1ccc(NC(=O)NC2CCCCC2)cc1[N+](=O)[O-]	2	0	97	0	10	-2.5	-1	96	3
O=C(CCNC(=O)c1ccc(Br)cc1)Nc1ncccc1O	11	3	105	5	10	-0.5	8	110	-4
CC(C)Cn1c(N)c(C(=O)COC(=O)C2CCCCC2)c(=O)n(C)c1=O	-11	-1	107	0	2	4.3	-2	104	-4
O=C(Nc1nnc(Cc2ccc(Cl)cc2)s1)c1ccncc1	10	0	90	3	-3	-1.6	9	100	4
CC1=C(C(=O)OCc2ccccc2)C(c2ccccc2)NC(=O)N1CCCC(=O)O (centres undefined)	1	6	110	1	31	4.3	3	103	6
O=C(Nc1nc(-c2cccs2)cs1)c1ccc(Cl)s1	-4	4	94	3	28	-4.4	1	97	-33
O=C(O)c1ccccc1Nc1ccc([N+](=O)[O-])cc1C(=O)O	10	-3	89	0	-4	-4.5	2	99	3
O=C(Nc1ccc(Br)cc1)c1ccc2c(c1)OCO2	-1	-2	118	1	1	2.2	10	107	-6
O=C(CSc1ccc(-c2ccco2)nn1)c1ccccc1	42*	3	93	4	2	0.8	22	97	4
O=C1C(=O)N(Cc2cccnc2)C(c2cccc([N+](=O)[O-])c2)/C1=C(/O)c1ccc2c(c1)OCO2 (centres undefined)	7	2	104	0	-5	-0.3	5	88	-1
COc1ccccc1/C=C/C(=O)OCC(=O)c1cc(C)n(C)c1C	-5	1	102	0	10	.	0	100	.
O=C(NCc1nc(-c2ccccc2)no1)Nc1ccc(F)cc1	-3	-2	98	0	23	1.5	3	101	-1
COc1cccc(C(C(=O)NCc2ccco2)N(Cc2ccco2)C(=O)Cn2nnc3ccccc32)c1 (centres undefined)	5	11	95	0	6	4.0	5	101	5
CN(Cc1nc(-c2cccnc2)no1)S(=O)(=O)c1ccc2ccccc2c1	2	9	94	2	-4	0.3	-1	91	-3
O=C(Nc1ccc(Br)cc1F)c1cccnc1	5	-1	102	0	3	-2.9	0	100	1
COc1ccccc1C(=O)Nc1ccc2nc(SCC(=O)N(C)C)sc2c1	-1	1	94	0	-5	-1.3	3	92	0
COc1cc(C(C)=O)ccc1OCC(=O)Nc1cc(C)on1	.	0	85	4	11	.	.	87	.
CCOc1ccc(NC(=O)CN2C(=O)NC(CCSC)C2=O)cc1 (centres undefined)	4	1	101	3	1	0.3	2	107	-1
CC1=C(c2ccccc2)[N+](=O)C2(CCCC2)N1[O-]	-7	6	87	0	33	-1.3	0	99	0
CCCCCOc1ccc(C(=O)OCC(=O)Nc2cc(C)c(C)cc2[N+](=O)[O-])cc1	-9	-3	104	2	3	-5.4	-8	99	1
CCc1noc(C)c1C(=O)Nc1nc2ccc(OC)cc2s1	7	-2	75	0	9	-1.8	7	81	4
O=C(NCc1ccc(F)cc1)c1cc2ccccn2n1	0	4	94	0	8	3.6	4	91	-5

Further records follow:
SMILES	MCL1-BIM inh	GLD-1 RNA inh	CIT2-GFP yeast	GRK2 aptamer HTS	VLA-4 inh	MEX-5 binding	BCLXL inh	AGP1-GFP MLPCN	Fam108B inh
COc1cc2c(cc1OC)CN(c1nc(-c3cccnc3)nc3ccccc13)CC2	2	4	83	2	-1	-8.7	2	87	-7
O=S(=O)(NC1CCCC1)c1cc(F)ccc1F	-3	2	118	0	4	-2.7	2	106	-2
O=C(c1noc2c1CCCC2)N1CCCC(N2CCN(c3ccccc3F)CC2)C1 (centres undefined)	4	4	97	0	8	2.0	-5	95	-5
COc1ccc(NC(=O)CSc2nnc(N)s2)c([N+](=O)[O-])c1	4	9	95	0	-9	-2.1	1	98	3
Cc1ccc(C(=O)COc2cc(C)nc3nncn23)cc1	0	3	90	0	-17	-0.3	0	95	-2
CCOc1ccc(S(=O)(=O)NCC(=O)NC2CCCCC2)cc1	5	-6	98	1	10	.	3	99	.
CC(C)CC(=O)Nc1c2c(nn1-c1ccc(F)cc1)CSC2	-3	3	103	0	38	-0.9	0	103	1
O=C(O)CCN1C(=O)c2ccccc2C1=O	2	2	.	1	6	1.8	-1	97	-7
O=C(CC1NCCNC1=O)NC1Cc2ccccc2C1 (centres undefined)	8	5	105	2	8	0.9	2	111	-1
CCOc1ncccc1C(=O)Nc1cccc(S(=O)(=O)N2CCCCC2)c1	9	3	102	0	-4	.	3	104	.
CC1CC(C)CN(C(=O)c2ccc(S(=O)(=O)N3CC(C)CC(C)C3)cc2)C1 (centres undefined)	-4	-1	103	2	-1	-2.8	0	102	-1
CCCN1CCC(NC(=O)Nc2ccc(OC)c(OC)c2)CC1	4	6	102	0	34	-0.4	4	103	2
CCc1ccc(-c2nc(CN3CCC(C(=O)NCCc4ccc(OC)c(OC)c4)CC3)c(C)o2)cc1	8	2	105	0	23	0.6	6	104	-1
Cn1c(Cl)nc2c1c(=O)n(Cc1cccc(Br)c1)c(=O)n2C	-5	0	78	2	4	.	3	96	-5
Cc1ccc(SCC(=O)N=C2NC(=O)CS2)cc1	5	-10	107	0	12	1.9	0	96	-1
Cc1ccc(-c2ccc([C@H]3[C@@H]4C=CCC[C@@]4(C)C(=O)N3Cc3ccccc3)c(F)c2)cc1	-12	6	99	0	4	-1.3	-2	105	-1
COC(=O)c1cc(OC)c(OC)cc1-n1cnc2cc(OC)c(OC)cc2c1=O	-7	12	93	0	1	-1.8	1	98	-3

Grouped by structure, those above with a cyano group.
SMILES	MCL1-BIM inh	GLD-1 RNA inh	CIT2-GFP yeast	GRK2 aptamer HTS	VLA-4 inh	MEX-5 binding	BCLXL inh	AGP1-GFP MLPCN	Fam108B inh
N#CC1=C(N)SC(N)=C(C#N)C1c1ccnc2ccccc12	-62	-21	109	2	0	-5.7	-39	109	4
Cc1snc(S(=O)(=O)/C(C#N)=N/Nc2ccc(C(F)(F)F)cc2)c1C#N	11	0	103	0	-8	-0.8	3	105	5

Bioassay records from PubChem.
